BioA inh: M. tuberculosis BioA enzyme inhibitors, primary screen, biochemical, plate reader, single point, HTS; 7,8-diaminopelargonic acid synthase BioA (Mycobacterium tuberculosis); purified M. tuberculosis BioA enzyme; inhibition, % at 9.99 µM; 360,000 compounds, 0.096% hits; in the data active = inhibition above about 40%
TcdB inh: TcdB glycohydrolase inhibitors, primary screen, biochemical, single point, plate reader; inhibition, % at 9.99 µM; Toxin B (Clostridioides difficile), P18177; 350,000 compounds, 0.24% hits; TcdB glycohydrolase enzymatic assay; in the data active = inhibition above about 10%
Target sequence (P18177 whole entry, looked up): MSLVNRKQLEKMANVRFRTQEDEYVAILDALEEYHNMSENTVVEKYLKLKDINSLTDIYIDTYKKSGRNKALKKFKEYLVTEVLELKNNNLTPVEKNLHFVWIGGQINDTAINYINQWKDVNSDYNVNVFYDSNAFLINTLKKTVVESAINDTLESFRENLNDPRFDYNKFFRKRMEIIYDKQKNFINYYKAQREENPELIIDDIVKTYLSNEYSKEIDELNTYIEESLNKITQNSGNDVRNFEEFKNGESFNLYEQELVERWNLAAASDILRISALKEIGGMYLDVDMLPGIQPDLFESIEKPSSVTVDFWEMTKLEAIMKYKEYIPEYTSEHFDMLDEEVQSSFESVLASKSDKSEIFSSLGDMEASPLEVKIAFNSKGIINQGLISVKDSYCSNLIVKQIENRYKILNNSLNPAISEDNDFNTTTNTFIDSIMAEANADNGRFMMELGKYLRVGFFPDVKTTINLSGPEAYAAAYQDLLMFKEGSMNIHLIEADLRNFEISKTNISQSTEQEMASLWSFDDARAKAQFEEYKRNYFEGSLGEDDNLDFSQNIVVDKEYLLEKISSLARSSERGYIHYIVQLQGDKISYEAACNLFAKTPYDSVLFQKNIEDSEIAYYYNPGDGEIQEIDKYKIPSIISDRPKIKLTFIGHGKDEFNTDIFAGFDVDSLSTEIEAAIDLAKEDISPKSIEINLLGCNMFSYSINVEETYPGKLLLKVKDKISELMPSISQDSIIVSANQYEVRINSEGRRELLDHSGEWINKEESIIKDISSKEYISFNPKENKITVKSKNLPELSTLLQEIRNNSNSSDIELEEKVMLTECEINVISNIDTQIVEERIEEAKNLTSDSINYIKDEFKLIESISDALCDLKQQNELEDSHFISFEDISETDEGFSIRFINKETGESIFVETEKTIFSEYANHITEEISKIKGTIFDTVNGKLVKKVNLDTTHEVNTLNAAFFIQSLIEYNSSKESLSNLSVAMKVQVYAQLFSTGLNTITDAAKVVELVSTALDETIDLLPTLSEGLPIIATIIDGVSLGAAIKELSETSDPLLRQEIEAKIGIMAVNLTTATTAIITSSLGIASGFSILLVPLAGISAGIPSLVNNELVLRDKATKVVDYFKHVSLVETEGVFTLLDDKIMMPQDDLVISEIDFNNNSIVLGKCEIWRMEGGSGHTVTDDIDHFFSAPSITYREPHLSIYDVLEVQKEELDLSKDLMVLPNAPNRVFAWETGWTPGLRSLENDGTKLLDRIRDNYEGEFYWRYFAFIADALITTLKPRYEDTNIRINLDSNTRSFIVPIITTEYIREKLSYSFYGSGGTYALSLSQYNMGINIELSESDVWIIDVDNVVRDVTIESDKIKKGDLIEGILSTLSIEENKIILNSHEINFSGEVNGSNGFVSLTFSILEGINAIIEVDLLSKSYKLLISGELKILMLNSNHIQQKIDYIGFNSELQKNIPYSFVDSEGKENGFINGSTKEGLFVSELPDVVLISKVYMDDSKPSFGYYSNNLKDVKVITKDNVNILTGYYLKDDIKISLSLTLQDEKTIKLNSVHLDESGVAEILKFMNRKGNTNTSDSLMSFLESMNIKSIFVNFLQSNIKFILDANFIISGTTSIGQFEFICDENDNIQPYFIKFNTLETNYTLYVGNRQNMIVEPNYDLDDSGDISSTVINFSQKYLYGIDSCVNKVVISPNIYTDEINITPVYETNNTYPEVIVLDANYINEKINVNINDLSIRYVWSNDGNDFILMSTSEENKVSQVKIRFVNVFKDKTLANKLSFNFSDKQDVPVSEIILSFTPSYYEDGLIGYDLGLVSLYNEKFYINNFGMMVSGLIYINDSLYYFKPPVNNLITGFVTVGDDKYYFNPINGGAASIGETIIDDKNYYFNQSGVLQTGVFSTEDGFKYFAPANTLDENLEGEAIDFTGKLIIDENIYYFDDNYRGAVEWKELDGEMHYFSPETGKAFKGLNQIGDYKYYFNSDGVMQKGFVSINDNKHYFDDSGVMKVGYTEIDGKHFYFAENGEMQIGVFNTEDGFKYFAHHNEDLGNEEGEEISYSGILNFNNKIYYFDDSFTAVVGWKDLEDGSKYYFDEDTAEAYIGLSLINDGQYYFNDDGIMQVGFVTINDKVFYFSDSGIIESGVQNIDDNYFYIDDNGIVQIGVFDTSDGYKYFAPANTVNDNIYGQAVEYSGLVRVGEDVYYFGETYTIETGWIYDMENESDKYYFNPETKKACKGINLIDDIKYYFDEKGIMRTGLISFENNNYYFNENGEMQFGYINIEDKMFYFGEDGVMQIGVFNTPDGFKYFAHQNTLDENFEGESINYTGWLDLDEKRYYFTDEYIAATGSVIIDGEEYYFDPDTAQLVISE
Numbers without * were called inactive. Only part of the results is shown. The share of hits here may be higher or lower than overall.

SMILES | BioA inh | TcdB inh
Cc1ccc(S(=O)(=O)Nc2ccc3c(c2)CC(=O)N([C@@H](C)CO)C[C@H](C)[C@H](CN(C)Cc2ccc(Oc4ccccc4)cc2)O3)cc1 | 0.6 | 0.0
C[C@@H]1CN([C@@H](C)CO)C(=O)c2cccc(NS(C)(=O)=O)c2O[C@@H]1CN(C)S(C)(=O)=O | -4.5 | 2.0
C[C@@H]1CN([C@@H](C)CO)C(=O)c2cc(-c3ccc(C#N)cc3)cnc2O[C@@H]1CN(C)Cc1ccncc1 | 0.8 | 0.6
Cc1cccc(S(=O)(=O)N2C[C@@H](O)COC[C@@H]3O[C@H](CC(=O)NCc4ccncn4)CC[C@H]32)c1 | 1.4 | 0.0
C[C@@H](NC(=O)[C@@H]1[C@@H](CO)[C@@H]2Cn3c(ccc(C4=CCCC4)c3=O)[C@@H]2N1C)c1ccccc1 | -2.7 | 0.2
C[C@@H]1CCCCO[C@H](CN(C)Cc2ccncc2)[C@H](C)CN([C@@H](C)CO)C(=O)c2cc(NC(=O)CCCN(C)C)ccc2O1 | -2.9 | 1.7
C[C@@H]1CN([C@@H](C)CO)C(=O)c2cc(NC(=O)Cc3cn(C)c4ccccc34)ccc2O[C@@H]1CN(C)C(=O)Nc1ccc(F)cc1 | 0.5 | 0.8
COc1ccccc1CNC(=O)C[C@H]1C[C@H]2c3cc(NC(=O)NC4CCCC4)ccc3O[C@H]2[C@@H](CO)O1 | 0.3 | 1.1
C[C@@H]1CN([C@@H](C)CO)C(=O)c2cccc(NC(=O)NC3CCCCC3)c2O[C@H]1CN(C)C(=O)Nc1ccc2c(c1)OCO2 | 1.7 | -0.5
CC(C)CC#Cc1cnc2c(c1)C(=O)N([C@H](C)CO)C[C@H](C)[C@H](CN(C)C(=O)Nc1ccccc1F)O2 | 1.1 | -1.2
C[C@@H]1CN([C@H](C)CO)C(=O)c2cc(C#CC3(O)CCCC3)cnc2O[C@@H]1CN(C)S(=O)(=O)c1ccccc1 | -1.2 | -0.6
CNC[C@H]1Oc2ncc(C#CC3CCCC3)cc2C(=O)N([C@@H](C)CO)C[C@H]1C | -6.9 | -3.0
C[C@H]1CN([C@@H](C)CO)C(=O)c2cc(NS(=O)(=O)c3cn(C)cn3)ccc2O[C@@H]1CN(C)CC1CC1 | -0.7 | -0.2
CC(C)NC(=O)N1CC[C@@H]2[C@H]1c1cc(Br)ccc1N(C)[C@H]2CO | -0.3 | -0.6
C[C@H]1CN([C@@H](C)CO)C(=O)c2cc(/C=C/c3ccccc3)cnc2O[C@H]1CN(C)C(=O)Nc1ccc(C(F)(F)F)cc1 | -1.1 | 0.0

Sorted by formula weight (lowest first): 3 of the compounds above.
SMILES | BioA inh | TcdB inh
CNC[C@H]1Oc2ncc(C#CC3CCCC3)cc2C(=O)N([C@@H](C)CO)C[C@H]1C | -6.9 | -3.0
Cc1cccc(S(=O)(=O)N2C[C@@H](O)COC[C@@H]3O[C@H](CC(=O)NCc4ccncn4)CC[C@H]32)c1 | 1.4 | 0.0
C[C@H]1CN([C@@H](C)CO)C(=O)c2cc(/C=C/c3ccccc3)cnc2O[C@H]1CN(C)C(=O)Nc1ccc(C(F)(F)F)cc1 | -1.1 | 0.0

(more compounds)
SMILES | BioA inh | TcdB inh
O=C(Cc1ccccn1)N1CCCCN2[C@H](C1)[C@@H](c1ccc(-c3ccc(F)cc3)cc1)[C@@H]2CO | -2.3 | -1.7
CO[C@@H]1CN(C)C(=O)c2ccc(NC(=O)Nc3c(C)noc3C)cc2OC[C@H](C)N(C)C[C@H]1C | -0.6 | 0.5
C[C@H]1CN([C@@H](C)CO)C(=O)c2cc(C#CC3(O)CCCC3)cnc2O[C@@H]1CN(C)C(=O)Cc1cccnc1 | 0.0 | 1.1
O=C(Cc1ccccc1)N1CC[C@@H]2[C@H](CO)Nc3ccc(C4=CCCCC4)cc3[C@@H]21 | 1.5 | -2.6
Cc1ccc(S(=O)(=O)N(C)C[C@H]2OCCCC[C@@H](C)Oc3ccc(NC(=O)Nc4ccccc4)cc3C(=O)N([C@@H](C)CO)C[C@H]2C)cc1 | -0.8 | 0.4
C[C@H](CO)N1C[C@H](C)[C@@H](CN(C)Cc2ccccc2)OCCCC[C@H](C)Oc2ccc(NC(=O)NC3CCCCC3)cc2C1=O | 1.5 | -0.1
C[C@H]1CN([C@@H](C)CO)C(=O)c2cccc(NC(=O)Nc3ccccc3)c2O[C@H]1CN(C)Cc1ccccc1 | 1.6 | 0.2
COc1ccc(S(=O)(=O)N(C)C[C@@H]2OCCCC[C@H](C)Oc3ccc(NC(=O)NC(C)C)cc3C(=O)N([C@@H](C)CO)C[C@@H]2C)cc1 | -2.0 | -1.4
Cc1ccc(S(=O)(=O)N(C)C[C@H]2OCCCC[C@H](C)Oc3ccc(NC(=O)Cc4ccccc4)cc3C(=O)N([C@H](C)CO)C[C@H]2C)cc1 | 0.3 | -0.2
C[C@H]1CN([C@@H](C)CO)C(=O)c2cc(NC(=O)Nc3ccc(F)cc3)ccc2O[C@@H]1CN(C)C | -0.9 | -1.7
Cc1cccc(S(=O)(=O)N[C@H]2CC[C@@H](CCNC(=O)c3cnccn3)O[C@H]2CO)c1 | -0.4 | -0.3
COc1cccc(C(=O)Nc2ccc3c(c2)OC[C@H](C)N(C(C)=O)C[C@H](C)[C@H](OC)CN(C)C3=O)c1 | -0.8 | 0.3
CC(C)NC(=O)N(C)C[C@H]1Oc2cc(-c3ccncc3)ccc2S(=O)(=O)N([C@H](C)CO)C[C@H]1C | -0.6 | -0.7
Cc1ccc(NC(=O)Nc2ccc3c(c2)C(=O)N(C)[C@@H]2CC[C@H](CC(=O)NCC(F)(F)F)O[C@@H]2CO3)cc1 | 1.3 | 4.3
CCCC(=O)Nc1ccc2c(c1)C(=O)N(C)C[C@@H](OC)[C@H](C)CN(C(=O)CC1CC1)[C@H](C)CO2 | -0.7 | -0.4

Single records, as listed above. Screens in order: BioA inh | TcdB inh
Cc1ccc(NC(=O)Nc2ccc3c(c2)C(=O)N(C)[C@@H]2CC[C@H](CC(=O)NCC(F)(F)F)O[C@@H]2CO3)cc1 reads 1.3 | 4.3
COc1cccc(C(=O)Nc2ccc3c(c2)OC[C@H](C)N(C(C)=O)C[C@H](C)[C@H](OC)CN(C)C3=O)c1 reads -0.8 | 0.3

Next section.
SMILES | BioA inh | TcdB inh
O=C(C[C@H]1C=C[C@@H](NC(=O)Nc2cccc(F)c2)[C@H](CO)O1)NCC1CC1 | 1.7 | 0.2
CO[C@H]1CN(C)C(=O)c2ccc(NC(C)=O)cc2OC[C@@H](C)N(Cc2ccccn2)C[C@@H]1C | 1.8 | 0.7
O=C(C[C@H]1CC[C@@H]2NC[C@H](O)COC[C@H]2O1)Nc1ccccc1 | -1.6 | 0.5
C[C@H]1CN([C@@H](C)CO)S(=O)(=O)c2ccc(C3=CCCC3)cc2O[C@@H]1CN(C)C(=O)c1ccccn1 | 0.8 | 0.2
CC(C)NC(=O)Nc1cccc2c1O[C@H](CN(C)Cc1ccc(Cl)c(Cl)c1)[C@H](C)CN([C@H](C)CO)C2=O | 1.5 | 1.0
O=C(c1ccccc1)N1CC[C@@H]2[C@@H](CO)Nc3ccc(C#Cc4cccnc4)cc3[C@@H]21 | -0.2 | 0.4
CNC(=O)C[C@@H]1CC[C@@H]2[C@H](COc3ccc(NC(=O)c4ccccc4Cl)cc3C(=O)N2C)O1 | -1.3 | -0.1
Cc1ccc(-c2cnc3c(c2)C(=O)N([C@H](C)CO)C[C@H](C)[C@H](CN(C)C(=O)c2cccnc2)O3)cc1 | -0.2 | 1.5
CC(C)NC(=O)Nc1ccc2c(c1)CC(=O)N([C@@H](C)CO)C[C@@H](C)[C@H](CN(C)CC1CC1)O2 | -0.4 | 0.7
Cc1ccc(S(=O)(=O)N[C@@H]2C=C[C@H](CC(=O)NCCc3ccncc3)O[C@H]2CO)cc1 | 3.4 | -1.0
COc1ccc(S(=O)(=O)N(C)C[C@@H]2OCCCC[C@H](C)Oc3ccc(NS(=O)(=O)c4ccc(F)cc4)cc3C(=O)N([C@@H](C)CO)C[C@H]2C)cc1 | 0.4 | 0.0
COc1ccccc1-c1cn(CC[C@@H]2CC[C@@H](NC(=O)Cc3ccccn3)[C@@H](CO)O2)nn1 | -1.8 | -1.7
O=C(c1ccccn1)N1C[C@@H]2[C@H](c3ccccc31)[C@H](CO)N2C(=O)Nc1ccccc1Cl | -3.4 | -0.1
Cc1ccc(S(=O)(=O)Nc2ccc3c(c2)CC(=O)N([C@H](C)CO)C[C@H](C)[C@H](CN(C)Cc2ccccc2)O3)cc1 | -1.4 | 0.5
C[C@H](CO)N1C[C@H](C)[C@H](CN(C)Cc2ccc3c(c2)OCO3)Oc2ccc(NC(=O)Nc3ccccc3)cc2C1=O | -0.9 | 0.7

2 entries picked at random from the list so far:
SMILES | BioA inh | TcdB inh
O=C(c1ccccc1)N1CC[C@@H]2[C@@H](CO)Nc3ccc(C#Cc4cccnc4)cc3[C@@H]21 | -0.2 | 0.4
O=C(C[C@H]1CC[C@@H]2NC[C@H](O)COC[C@H]2O1)Nc1ccccc1 | -1.6 | 0.5

(more compounds)
SMILES | BioA inh | TcdB inh
C[C@@H]1CCCCO[C@@H](CN(C)C(=O)Nc2cccc3ccccc23)[C@H](C)CN([C@H](C)CO)C(=O)c2cc(NC(=O)Nc3ccc(C(F)(F)F)cc3)ccc2O1 | -1.0 | -0.8
O=C(Cc1ccccn1)N[C@@H]1CC[C@H](CC(=O)N2CCCCC2)O[C@H]1CO | -1.8 | -1.0
CN1C(=O)c2cc(NS(=O)(=O)c3ccc(F)cc3)ccc2OC[C@@H]2O[C@@H](CC(=O)NCC(F)(F)F)CC[C@H]21 | -1.3 | 0.0
CCC(=O)N1C[C@@H](O)COC[C@@H]2O[C@H](CC(=O)N3CCCCC3)CC[C@H]21 | -1.6 | 0.5
CN(C)c1ccc2c(c1)[C@@H]1C[C@@H](CC(=O)NCc3ccccn3)O[C@H](CO)[C@@H]1O2 | -1.5 | -53
CCCNC(=O)N1C[C@H](O)COC[C@H]2O[C@@H](CC(=O)N3CCN(C)CC3)CC[C@@H]21 | -1.6 | -1.1
CC(C)NC(=O)N(C)C[C@@H]1Oc2cc(C#Cc3ccccn3)ccc2S(=O)(=O)N([C@H](C)CO)C[C@H]1C | -0.6 | 0.8
O=C(C[C@H]1C[C@H]2c3cc(NC(=O)Cc4ccncc4)ccc3O[C@H]2[C@@H](CO)O1)NCc1ccncc1 | -0.4 | 1.7
C[C@@H]1CCCCO[C@H](CN(C)C(=O)c2ccccc2)[C@H](C)CN([C@@H](C)CO)C(=O)c2cc(NC(=O)Nc3cccc4ccccc34)ccc2O1 | -2.6 | -0.5
COc1ccccc1-c1ccc2c(c1)O[C@H](CN(C)C(=O)c1ccncc1)[C@H](C)CN([C@H](C)CO)S2(=O)=O | -0.7 | 0.6
CCCC#Cc1ccc2c(c1)O[C@H](CN(C)C(=O)CC)[C@H](C)CN([C@H](C)CO)S2(=O)=O | 1.7 | 0.5
CC(C)NC(=O)Nc1cccc2c1O[C@H](CN(C)Cc1ccc(C(F)(F)F)cc1)[C@@H](C)CN([C@@H](C)CO)C2=O | 5.4 | 1.3
O=C(NCC[C@H]1CC[C@H](NC(=O)C2CC2)[C@H](CO)O1)c1cc(Cl)cc(Cl)c1 | 0.1 | 0.6
N#C[C@H]1[C@H](c2ccc(-c3cccnc3)cc2)[C@H](CO)N1C(=O)Nc1ccc(F)cc1 | -0.6 | -0.8
CN(C)C(=O)C[C@H]1CC[C@H](NC(=O)Nc2cccc(F)c2)[C@H](CO)O1 | 0.4 | -3.1
COc1ccc(S(=O)(=O)N(C)C[C@H]2OCCCC[C@@H](C)Oc3ccc(NC(=O)c4ccncc4)cc3C(=O)N([C@H](C)CO)C[C@@H]2C)cc1 | -0.1 | 0.5
C[C@@H]1CCCCO[C@H](CN(C)C(=O)NC2CCCCC2)[C@H](C)CN([C@@H](C)CO)C(=O)c2cc(NS(=O)(=O)c3ccc(F)cc3)ccc2O1 | -2.1 | -0.9
C[C@H](CO)N1C[C@H](C)[C@H](CN(C)C(=O)Nc2ccccc2)Oc2ccc(NS(=O)(=O)c3ccc(F)cc3)cc2CC1=O | 1.1 | 0.6
CO[C@H]1CN(C)C(=O)c2ccc(NC(=O)C3CCCC3)cc2OC[C@@H](C)NC[C@@H]1C | 6.7 | -0.7
C[C@H]1CCCCO[C@@H](CN(C)Cc2ccccc2)[C@@H](C)CN([C@@H](C)CO)C(=O)c2cc(NC(=O)C3CCCCC3)ccc2O1 | -0.4 | -0.1
Cc1ccc(-c2ccc3c(c2)O[C@H](CN(C)C(=O)Nc2ccc(F)cc2)[C@@H](C)CN([C@@H](C)CO)S3(=O)=O)cc1 | -1.0 | 1.2
C[C@@H]1CCCCO[C@H](CN(C)Cc2ccncc2)[C@@H](C)CN([C@H](C)CO)C(=O)c2cc(NC(=O)Nc3ccccc3)ccc2O1 | 0.0 | -0.1
C[C@H](CO)N1C[C@H](C)[C@@H](CN(C)Cc2ccccc2)Oc2ccc(NC(=O)NC3CCCCC3)cc2CC1=O | -0.7 | 0.2
COc1ccc(NC(=O)N[C@@H]2CC[C@H](CCNS(=O)(=O)c3cccc(Cl)c3)O[C@H]2CO)cc1 | 0.8 | 0.4
Cc1ccc(S(=O)(=O)N[C@@H]2CC[C@@H](CCNC(=O)C3CCCC3)O[C@@H]2CO)cc1 | -2.4 | -2.0
O=C(Nc1ccccc1F)N[C@H]1CC[C@@H](CCNC(=O)C2CC2)O[C@H]1CO | -0.4 | -2.4
N#Cc1cccc(-c2ccc([C@H]3[C@@H](CO)N4CCCCN(S(=O)(=O)c5ccccc5)C[C@H]34)cc2)c1 | -2.1 | -1.0
C[C@@H]1CCCCO[C@@H](CN(C)S(=O)(=O)c2cccs2)[C@H](C)CN([C@@H](C)CO)C(=O)c2cc(NC(=O)CCC(F)(F)F)ccc2O1 | -0.5 | -3.6
